CaV13 ICDI inh: Primary screen for inhibitors of IQ motif and Ca2+-dependent inactivation inhibitor domain binding in CACNA1D, Förster resonance energy transfer in living cells, …; HEK cells, CFP/YFP FRET ICDI-IQ, plate reader, 10 min; percent FRET-ratio fall versus neutral wells; inhibition, % at 12.3 µM; 340,000 tested, 0.098% active; AID 743397;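 active = mean replicate inhibition of at least 30% and at least 1% of replicates passing that level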;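 note: 0% = median of the neutral control wells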
Vif imaging: blocks HIV Vif function. HEK293T cells, Vif self-association by quenched fluorescence, imaging, 24 h. inhibition, % at 7.49 µM. 340,000 tested, 0.35% active; in the data active = inhibition above about 50%, passing the limit was not always enough; note: some results filed as inactive read as strong as hits
HTR2A ag: agonists of mouse serotonin 5-HT2A receptor (HTR2A); P35363; CHO-K1 mHTR2A beta-arrestin complementation, luminescence; percent of 30 µM serotonin response; activation, % at 7.6 µM; 360,000 tested, 0.66% active; AID 624169;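 active = activation above a run cutoff, the mean activation of all tested compounds plus 3 SD, cut at about 14% in these data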;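 note: 0% = plate median of compound wells and 100% = 30 µM serotonin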
Target sequence (P35363 whole entry, looked up): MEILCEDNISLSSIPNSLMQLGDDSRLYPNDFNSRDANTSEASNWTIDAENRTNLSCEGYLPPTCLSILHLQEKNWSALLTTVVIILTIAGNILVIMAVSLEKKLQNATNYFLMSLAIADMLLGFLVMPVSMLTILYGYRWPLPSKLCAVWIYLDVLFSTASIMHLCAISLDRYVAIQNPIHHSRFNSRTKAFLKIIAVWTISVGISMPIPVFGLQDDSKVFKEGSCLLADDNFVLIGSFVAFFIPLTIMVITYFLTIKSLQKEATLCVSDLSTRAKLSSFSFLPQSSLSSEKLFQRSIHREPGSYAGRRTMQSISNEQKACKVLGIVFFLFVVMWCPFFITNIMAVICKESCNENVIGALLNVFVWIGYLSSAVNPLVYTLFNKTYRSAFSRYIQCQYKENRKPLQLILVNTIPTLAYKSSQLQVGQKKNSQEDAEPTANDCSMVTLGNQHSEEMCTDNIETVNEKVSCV
aDG glyco up: alpha-DG glycosylation activation. Pro5-aDG cells, alpha-DG glycosylation AlphaScreen (IIH6); 0% Pro5, 100% B10-LARGE cell signal. activation, % at 10 µM. 360,000 tested, 0.22% active. AID 624168;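 active = activation of at least 8% versus controls, or a plate z-score of at least 8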;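 note: Pro5 are CHO cells carrying HIG-tagged alpha-DG that lacks glycosylation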
ABCB6 inh 2: inhibitors of human ABC transporter ABCB6; K562-ABCB6 porphyrin accumulation, flow cytometry, 1 h; active compounds read low; fluorescence ratio to DMSO, % at 10 µM; 360,000 tested, 0.19% active;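 active = fluorescence ratio to DMSO below 75%, the collection mean minus 3 SD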;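 note: signal is porphyrin accumulated inside mitochondria; 100% equals median channel fluorescence of DMSO control wells; lower ratio means ABCB6 inhibition with less porphyrin fluorescence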
iPSC survival up: hiPSC single-cell survival enhancement; 360,000 tested, 0.044% active; survival enhancement, % at 20 µM; ATPlite luminescence; 100% = ROCK inhibitor wells, 0% = DMSO; in the data active = survival enhancement above about 18%;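 note: cells exposed to compounds for 16 hours before the ATP read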
Exocytosis inh: lytic granule exocytosis inhibition. TALL-104 LAMP-1 surface exposure, flow cytometry; cells stimulated with thapsigargin and PMA. inhibition, % at 10 µM. 360,000 tested, 0.66% active. AID 651702;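 active = inhibition above about 55%, limit read from the data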
Glyco luc inh: blocks N-linked glycosylation in D54 reporter cells. D54 ERlucT glycosylation luciferase reporter, 24 h; percent of 100 nM tunicamycin response. reporter increase, % at 12.5 µM. 360,000 tested, 0.23% active. AID 588692;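 active = mean luciferase reporter signal, scaled so untreated is 0 and the glycosylation-blocking control 100, at or above a set limit in every replicate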;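 note: luciferase carries N-glycosylation sites so blocking glycosylation raises the light; 0% = median of neutral control wells and 100% = median of 100 nM tunicamycin wells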
PDI inh: blocks human protein disulfide isomerase activity; AID 588391; 350,000 tested, 0.052% active; P07237; inhibition, % at 10 µM; PDI insulin aggregation turbidity, A650, 90 min;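 active = mean inhibition across replicates of 30% or more, whatever share of single replicates reach that level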;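 note: absorbance from insulin aggregation driven by PDI reduction with DTT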
Target sequence (P07237 whole entry, looked up): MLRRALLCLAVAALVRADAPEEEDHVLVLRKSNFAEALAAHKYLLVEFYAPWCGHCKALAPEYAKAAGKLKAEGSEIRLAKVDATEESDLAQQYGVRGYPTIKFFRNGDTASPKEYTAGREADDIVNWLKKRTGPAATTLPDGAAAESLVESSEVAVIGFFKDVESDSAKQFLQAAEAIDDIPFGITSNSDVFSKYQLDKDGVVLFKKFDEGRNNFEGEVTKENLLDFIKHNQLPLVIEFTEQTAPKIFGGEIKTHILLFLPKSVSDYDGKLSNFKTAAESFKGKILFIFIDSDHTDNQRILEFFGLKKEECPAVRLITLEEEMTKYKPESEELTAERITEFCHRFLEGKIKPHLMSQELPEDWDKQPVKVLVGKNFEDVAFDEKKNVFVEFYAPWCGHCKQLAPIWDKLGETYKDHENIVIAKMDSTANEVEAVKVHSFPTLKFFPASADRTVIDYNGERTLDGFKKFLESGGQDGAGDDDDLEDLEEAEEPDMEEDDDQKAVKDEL
H9c2 protect: protects H9c2 cardiomyocytes from peroxide injury; protection from H2O2 cell death, % at 20 µM; 360,000 tested, 0.63% active; H2O2 injury protection, ATPLite, 2 h;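 active = compounds giving at least 50% protection of heart cells from peroxide-induced death in the single-dose screen, raw or plate-pattern-corrected value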;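 note: 0% = DMSO wells with peroxide and 100% = DMSO wells without peroxide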
Numbers without * were called inactive; · = no result given. This is a random part of the collection, and some 3.1% of all compounds hit somewhere here.

SMILES	CaV13 ICDI inh	Vif imaging	HTR2A ag	aDG glyco up	ABCB6 inh 2	iPSC survival up	Exocytosis inh	Glyco luc inh	PDI inh	H9c2 protect
Cc1ccc(NC2CCCN(C(=O)CCC3(C)CC3)C2)cc1C (centres undefined)	-3.4	0.2	-6.2	0.3	94.0	-0.3	-2.0	2.5	3.4	-2.1
Cc1ccccc1NS(=O)(=O)c1cc(S(C)(=O)=O)ccc1C	-2.4	-1.3	3.0	-0.3	97.0	-1.3	11.3	-0.1	5.1	7.1
CCn1nc(C(=O)OCC(=O)c2c[nH]c3ccccc23)c2ccccc2c1=O	-5.2	-6.5	2.7	1.8	99.0	2.1	-3.2	3.6	-0.4	58.2*
COc1ccc(S(=O)(=O)Nc2cccc3c2O[C@H](CN(C)S(=O)(=O)c2ccc(F)cc2)[C@H](C)CN([C@H](C)CO)C3=O)cc1	-8.3	1.7	-4.1	-0.1	96.0	4.8	-1.7	2.8	-7.0	12.6
CC(Sc1ccccc1F)C(=O)Nc1ccc2c(c1)OCCO2 (centres undefined)	-2.7	-4.1	-5.9	0.0	99.0	0.7	4.6	-2.4	-3.9	-3.4
CO[C@@H]1CN(C)C(=O)c2cc(NC(=O)NC3CCCCC3)ccc2OC[C@@H](C)N(CCc2ccccc2)C[C@H]1C	-3.9	·	-5.9	0.0	·	·	-1.2	·	·	·
O=C(c1ccccc1)c1ccccn1	-10.4	6.4	1.9	0.0	93.0	-3.3	1.0	0.0	5.3	0.5
Cc1cc(=O)oc2c(N)nccc12	·	2.5	13.0	-0.1	99.0	-0.5	4.4	-0.3	·	-5.2
COC(=O)c1c(F)c(F)c(NCCO)c(F)c1F	-6.3	-1.7	4.1	-0.2	103.0	1.7	-1.2	-1.1	11.9	5.6
O=C(NNC(=O)c1ccccc1F)c1cccc(Cl)c1	·	24.0	-4.6	-0.1	104.0	2.0	-1.9	0.4	-1.7	4.1
O=C(O)c1cccc(-c2csc(C(O)c3ccc(F)c(F)c3)n2)c1 (centres undefined)	-4.6	-3.8	3.0	-0.1	104.0	1.7	1.4	-0.1	3.4	-3.0
CCCn1c(N)c(N(CCOC)C(=O)c2ccc(C#N)cc2)c(=O)[nH]c1=O	-2.2	1.4	4.5	0.0	98.0	-0.2	12.4	0.3	-9.8	-2.9
CC(OC(=O)CC(NC(=O)c1ccccc1Cl)c1ccccc1)C(=O)Nc1cccc(Cl)c1Cl (centres undefined)	-2.5	3.3	-2.5	0.4	106.0	-3.2	-13.4	-0.7	5.5	-3.8
CC(=O)N1CCN(S(=O)(=O)c2cccc(C(=O)NC3CC3)c2)CC1	-5.1	-4.1	3.1	-0.2	98.0	0.1	-0.7	1.8	2.3	11.7
Cc1cccc(CN2C(=O)[C@@H]3Cc4c([nH]c5ccccc45)C(C)(C)N3C2=O)c1	-5.3	0.9	3.4	0.0	104.0	-0.2	-6.8	-2.8	3.1	-4.8
CCN(CC)S(=O)(=O)c1cccc(C(=O)NCC(=O)OCC(=O)NCc2ccccc2)c1	-4.0	29.7	-2.5	-0.2	95.0	-4.1	-2.8	1.8	-8.0	1.2
COc1ccc(NC(=O)CSc2nnc(N)s2)cc1	·	-0.9	-2.3	-0.1	113.0	7.1	-0.1	1.9	-6.4	4.1
O=c1cc(-c2ccco2)oc2ccccc12	-9.9	10.2	-2.5	-0.2	100.0	-3.6	21.8	3.9	6.7	26.7
CC1Cc2cc(S(=O)(=O)NCCC(=O)NCc3ccc(F)cc3)ccc2N1C(=O)C1CC1 (centres undefined)	-1.9	-1.3	5.3	0.0	96.0	0.3	-0.3	-0.4	-3.3	-6.1
O=C(COC(=O)c1ccco1)c1ccc(Cl)cc1	-2.1	-9.7	-2.0	0.2	102.0	-0.1	-13.0	0.8	-6.7	-18.5
CCOc1ccc(C(=S)N2CCOCC2)cc1	-2.4	-2.0	2.0	0.0	97.0	5.6	-1.2	1.3	-1.9	-5.3
O=C(NCCO)/C(=C/c1ccc(Br)cc1)NC(=O)c1cccs1	-8.8	0.3	-0.8	-0.1	95.0	4.7	0.2	-1.7	5.4	2.6
CCOC(=O)C1CCN(C(=O)c2cccc(N3C(=O)NC4CC3(C)Oc3ccc(C)cc34)c2)CC1 (centres undefined)	-2.6	-5.9	5.0	0.1	94.0	-0.5	8.2	1.3	-4.7	-2.0
Cc1cc(Cl)ccc1NC(=S)NCCN1CCOCC1	-4.5	-28.4	-1.2	-0.1	88.0	0.1	-8.7	1.3	-1.3	9.0
CCCNC(=O)CN(C)S(=O)(=O)c1ccc(F)cc1	-5.9	0.2	-1.8	0.0	99.0	-0.9	-0.8	4.0	-7.7	5.9

The list continues.
SMILES	CaV13 ICDI inh	Vif imaging	HTR2A ag	aDG glyco up	ABCB6 inh 2	iPSC survival up	Exocytosis inh	Glyco luc inh	PDI inh	H9c2 protect
C=CCN1C(=O)c2ccc(C(=O)OCC(=O)N3CCN(c4ccccc4)CC3)cc2C1=O	-5.3	-1.9	2.5	0.2	99.0	-0.2	1.2	0.7	-4.3	-2.4
O=[N+]([O-])c1cnc2ccccc2c1	-3.5	-8.3	-1.4	0.0	97.0	0.1	-2.5	1.1	-10.3	0.9
CC(C)CCN1CCN(Cc2nc3c(s2)CCCC3)CC1CCO (centres undefined)	-4.0	-4.8	-2.2	0.3	101.0	0.0	7.2	-3.1	-11.8	0.2
CC(=O)Nc1nc(-c2ccc3c(c2)OCO3)cs1	-5.3	-4.9	14.1	0.0	104.0	-0.6	-4.2	0.8	-5.6	-2.5
CC(=O)c1ccccc1NS(=O)(=O)c1ccc2c(c1)CC(=O)N2	-5.1	10.3	1.1	-0.2	92.0	0.2	-0.4	0.5	-2.5	18.2
CCN(CC)c1nc2c(s1)C(=O)CC(C)(C)C2	-4.7	-4.3	0.6	0.0	96.0	-1.7	9.3	-0.4	12.2	-0.2
CSc1ncc(C(=O)Nc2ccccc2Cl)c(C)n1	-16.8	-8.3	11.1	-0.1	98.0	1.5	-8.9	-1.6	5.2	-6.0
CC(CCn1cccn1)NC(=O)CCc1nnc(CCc2ccccc2)o1 (centres undefined)	3.0	-15.3	11.4	-0.1	101.0	3.9	-5.1	1.2	-2.4	0.8
O=C(NCc1ccccc1)/C(NC(=O)c1ccccc1)=C(/Sc1ccccn1)c1ccccc1	-5.2	-7.8	6.2	0.4	102.0	-0.7	-8.9	-3.6	11.3	11.3
COc1cc(/C=C2\C(=O)NN(c3ccc(C)cc3)C2=O)cc([N+](=O)[O-])c1O	-3.5	3.6	-1.4	0.7	99.0	1.3	3.6	0.1	6.1	-1.9
Nc1c(C(=O)c2ccc(Cl)cc2)sc2c1c(=O)[nH]c(=O)n2-c1ccccc1	-6.1	3.4	-2.9	0.0	96.0	0.5	-3.1	3.1	-8.3	-0.9
Cc1ccc2c(cnn2C(=O)CCC(=O)N2CCCCC2C)c1 (centres undefined)	-6.4	10.1	8.7	0.3	101.0	-0.6	-4.1	2.7	·	-4.5
COc1ccc(-c2nc(N)nc(C(F)(F)F)c2-c2csc(C)n2)c(O)c1	-1.8	-0.7	1.1	0.0	93.0	-0.5	-4.1	1.7	-2.0	1.8
O=C(CSc1ccc(Cl)cc1)Nc1ccccc1N1CCN(C(=O)c2ccccc2)CC1	·	-26.6	0.8	0.4	103.0	2.0	6.7	-3.3	-4.3	-6.7
O=[N+]([O-])c1cc(/C=N/NC(=S)Nc2ccccc2Cl)ccc1Cl	5.4	2.0	-2.7	0.2	96.0	3.3	20.9	6.8	5.4	-11.4
O=C(NNS(=O)(=O)c1ccccc1C(F)(F)F)c1cc2ncc(C(F)(F)F)cc2s1	-4.4	-2.9	2.0	-0.1	99.0	-0.3	-0.1	0.1	4.0	7.5
O=C(CSc1ccccn1)Nc1nc2ccc(Br)cc2s1	-7.4	3.6	-2.5	0.0	100.0	-0.2	-3.2	1.0	-0.3	-1.2
O=C(c1ccccc1NS(=O)(=O)c1ccccc1)N1CCCCCC1	10.0	-0.2	6.1	-0.1	99.0	0.1	3.0	0.6	-6.7	0.9
COc1ccc(Cl)cc1NC(=O)CN(c1ccccc1)S(=O)(=O)N(C)C	-1.5	-2.8	2.0	0.3	99.0	8.3	-4.8	-2.9	-0.2	-10.1
O=C(NCc1cccnc1)c1noc2c1CCCCC2	-5.1	3.9	-0.9	-0.1	102.0	-0.4	-0.9	3.7	5.3	-4.0
CC1CN(C(=O)c2ccc3c(c2)OCO3)CC(C)O1 (centres undefined)	-4.7	3.7	2.9	-0.3	103.0	-3.6	-3.9	2.4	7.0	5.7
COC(=O)c1c(-c2ccccc2OC)sc2ccccc12	-4.0	-3.2	-3.8	0.1	100.0	0.1	6.7	2.7	-9.6	2.1
CCOC(=O)c1nc(Nc2ccc(N3CCC(C)CC3)cc2)c2ccccc2n1	-8.0	·	-4.8	-0.3	101.0	0.4	4.3	-9.6	16.5	48.9
Cc1ccc(NC(=O)COC(=O)COc2ccc(Cl)cc2C)c([N+](=O)[O-])c1	-4.2	-4.3	5.4	0.3	93.0	-0.1	0.1	0.3	-0.3	5.8
Cc1ccc(C)c(S(=O)(=O)N2CCCC2CNC(=O)C(=O)NC2CCCC2)c1 (centres undefined)	-5.9	·	10.4	0.1	95.0	0.5	-2.5	-1.4	2.1	-4.0

Brought forward from above: 2 compounds; new compounds follow.
SMILES	CaV13 ICDI inh	Vif imaging	HTR2A ag	aDG glyco up	ABCB6 inh 2	iPSC survival up	Exocytosis inh	Glyco luc inh	PDI inh	H9c2 protect
Cc1ccc(NC(=O)COC(=O)COc2ccc(Cl)cc2C)c([N+](=O)[O-])c1	-4.2	-4.3	5.4	0.3	93.0	-0.1	0.1	0.3	-0.3	5.8
Cc1ccc(C)c(S(=O)(=O)N2CCCC2CNC(=O)C(=O)NC2CCCC2)c1 (centres undefined)	-5.9	·	10.4	0.1	95.0	0.5	-2.5	-1.4	2.1	-4.0
COc1ccc(Nc2cc(=O)oc3ccccc23)cc1	-5.2	22.5	-0.7	0.1	91.0	0.9	-2.0	12.1	-8.8	2.8
CC1CCCCC12NC(=O)N(CC(=O)Nc1ccc3c(c1)OCCCO3)C2=O (centres undefined)	-6.9	2.8	4.1	0.0	86.0	-0.2	-2.4	6.6	-0.6	10.3
O=[N+]([O-])c1ccccc1OC/C(=N\O)c1ccccc1	-6.7	-4.1	7.1	-0.2	98.0	0.3	-11.1	-1.6	-0.3	-0.5
Cc1cc(C)c2c3c(c(-c4ccccc4)n2n1)c(=O)n(C)c(=O)n3C	-6.2	4.7	0.1	0.0	100.0	0.2	-1.8	0.6	-8.8	-1.0
COc1cccc(NC(=O)CCNC(=O)c2ccccc2Cl)c1	·	18.0	0.3	-0.3	106.0	-0.4	-0.7	1.0	-4.4	5.4
COc1ccc(/C=N/NC(=O)c2cccnc2)cc1CN1CCN(c2ccc(F)cc2)CC1	-5.4	-1.0	-1.8	0.0	100.0	-0.3	14.1	3.1	11.6	20.3
O=C(/C=C/c1cccc([N+](=O)[O-])c1)N1CCN(S(=O)(=O)c2cccs2)CC1	-4.4	1.7	2.7	-0.5	98.0	1.3	31.8	2.3	8.4	-4.8
Cc1ccc(/C=N/Nc2ccc(Cl)nn2)cc1	-2.7	-15.1	-1.5	-0.1	99.0	1.1	-1.4	1.5	2.7	-13.8
COc1ccc(OC)c(/C=C/C(=O)OCC(=O)N2CCCC2)c1	-3.1	-1.7	5.3	0.1	108.0	0.9	6.8	1.0	5.0	1.1
O=C(NCCN1CCN(c2ccccc2)CC1)c1cccn2c(=O)c3cc(Cl)ccc3nc12	·	13.5	0.4	0.1	94.0	0.3	0.0	1.9	-2.2	4.5
